Screens: PubChem BioAssay, Sanford-Burnham Center for Chemical Genomics
ER stress death: ER stress cell death inhibition. relative survival (cellular ATP), % at 15 µg/mL (by protocol). 48,000 tested, 0.33% active. CSM14.1 thapsigargin ER stress survival, ATP luminescence;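 active means survival measured by cellular ATP above 50% at 15 µg/ml in the first screen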;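 further: cell death triggered by about 15 µM thapsigargin; ATP read 24 h after thapsigargin was added; plate controls were thapsigargin with DMSO for no effect and DMSO without thapsigargin for full effect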
An asterisk follows results filed as active.

O=C1c2cccc3c(N4CCCCC4)ccc(c23)C(=O)N1c1ccc(Cl)cc1
  ER stress death = 5

O=C1OC(c2ccccc2)=C/C1=C/N1CCOCC1
  ER stress death = -11

COC(=O)c1c(NC(=O)C(C)C)sc2c1CCCC2
  ER stress death = 3

COc1ccc(/C=C2\C=C(c3ccc(Cl)cc3)OC2=O)cc1[N+](=O)[O-]
  ER stress death = 6

N/C(=N/S(=O)(=O)c1ccc(Br)cc1)c1ccccc1
  ER stress death = 7

COc1ccc(C2Nc3ccc(C(=O)c4ccccc4)cc3NC3=C2C(=O)CCC3)c(OC)c1 (stereo not drawn)
  ER stress death = 3

COc1cc(Br)c(Br)c(/C=N\NC(=O)c2ccccc2Cl)c1O
  ER stress death = -1

COc1cc(OC)cc(C(=O)N/N=C(\C)CC(=O)Nc2ccc(Br)cc2)c1
  ER stress death = 4

CCC1=NN(C(=O)c2ccc(Cl)cc2)C(O)(c2ccncc2)C1 (stereo not drawn)
  ER stress death = 5

Cc1ccc(OCC(=O)NCc2ccco2)c(C)c1
  ER stress death = -3

Cc1ccc(C2Nc3ccccc3NC3=C2C(=O)CC(c2ccccc2)C3)o1 (stereo not drawn)
  ER stress death = 1

Cc1cc(C)n(C(=O)C(C)Oc2ccc(Cl)cc2C)n1 (stereo not drawn)
  ER stress death = 1

COc1ccccc1NC(=O)/C(=C\c1cccc([N+](=O)[O-])c1)NC(=O)c1cccs1
  ER stress death = 2

COc1cc(/C=C2\SC(N3CCC(C)CC3)=NC2=O)cc(OC)c1OC
  ER stress death = -3

Cc1cc(C)cc(-n2c(C)cc(C=C3SC(=S)NC3=O)c2C)c1
  ER stress death = 0

COc1ccc(-c2noc(COc3ccccc3)n2)cc1
  ER stress death = 4

CC(C)(C)c1ccc(C(=O)Nc2ccc(NC(=O)c3ccccc3[N+](=O)[O-])cc2)cc1
  ER stress death = 7

CC(C)(C)OC(=O)N1N=C(C(F)(F)F)CC1(O)C(C)(C)C (stereo not drawn)
  ER stress death = 6

COc1ccc(CCN2C(=O)CC(C(=O)O)SC2=Nc2cccc(C(F)(F)F)c2)cc1OC (stereo not drawn)
  ER stress death = -1

O=C(NN1C(=O)/C(=C/c2cccc(O)c2)SC1=S)c1ccc([N+](=O)[O-])cc1
  ER stress death = 16

CCC(C)(C)C1CCc2c(sc(N)c2C#N)C1 (stereo not drawn)
  ER stress death = 1

Cc1ccc(C(=O)N2CCN(C)CC2)cc1
  ER stress death = 18

COc1ccc(CNC(=O)c2cnn3c(C(F)(F)F)cc(-c4ccccc4)nc23)cc1
  ER stress death = 4

CCOC(=O)CNC(=O)c1cccc(Cl)c1
  ER stress death = 0

Cc1ccccc1C(=O)Nc1cc(C(N)=O)c(Cl)cc1Cl
  ER stress death = 2

The list goes on, overlapping the part above by 7 compounds.
COc1ccc(CCN2C(=O)CC(C(=O)O)SC2=Nc2cccc(C(F)(F)F)c2)cc1OC (stereo not drawn)
  ER stress death = -1

O=C(NN1C(=O)/C(=C/c2cccc(O)c2)SC1=S)c1ccc([N+](=O)[O-])cc1
  ER stress death = 16

CCC(C)(C)C1CCc2c(sc(N)c2C#N)C1 (stereo not drawn)
  ER stress death = 1

Cc1ccc(C(=O)N2CCN(C)CC2)cc1
  ER stress death = 18

COc1ccc(CNC(=O)c2cnn3c(C(F)(F)F)cc(-c4ccccc4)nc23)cc1
  ER stress death = 4

CCOC(=O)CNC(=O)c1cccc(Cl)c1
  ER stress death = 0

Cc1ccccc1C(=O)Nc1cc(C(N)=O)c(Cl)cc1Cl
  ER stress death = 2

Cc1c(OCc2ccccc2F)ccc2c3c(c(=O)oc12)CCCC3
  ER stress death = 10

COc1cc(C(C)=O)ccc1OC(=O)c1ccc([N+](=O)[O-])cc1Cl
  ER stress death = 3

Cc1cccc(C2(c3cccc(C)c3)CC2C(=O)NCc2ccco2)c1 (stereo not drawn)
  ER stress death = 4

O=C(O)CN1C(c2ccccc2)=Nc2ccc(Br)cc2C1c1ccccc1 (stereo not drawn)
  ER stress death = 4

O=S(=O)(Nc1ccc(O)c(Br)c1)c1ccc(F)cc1
  ER stress death = 0

Cc1ccc(SCC(=O)Nc2ccccc2Br)cc1
  ER stress death = 2

Cc1ccc(S(=O)(=O)N=C2C=C(C(C)C)C(=O)C(C(C)C)=C2)cc1
  ER stress death = 13

CCN(CC)c1ccc(/C=C2/SC(=S)N(CN3CCCCC3)C2=O)cc1
  ER stress death = -2

O=C(NN1C(=O)/C(=C/c2ccc(Cl)cc2Cl)SC1=S)c1ccccc1Cl
  ER stress death = 6

Cc1ccc(OCC(=O)N2CCC(C(N)=O)CC2)c(Br)c1
  ER stress death = -2

Cc1ccc(NC(=O)CN(c2ccc(F)cc2)S(=O)(=O)c2ccccc2)cc1C
  ER stress death = 0

COc1ccc(C2C(C#N)=C(N)SC(N)=C2C#N)c(OC)c1
  ER stress death = -5

Cc1ccc(OCC(=O)Nc2ccc(I)cc2)cc1
  ER stress death = 6

CC(C)(C)C1CCc2c(sc(NC(=O)C3CCCO3)c2C(N)=O)C1 (stereo not drawn)
  ER stress death = 1

O=C(Nc1ccc(Cl)c(C(F)(F)F)c1)c1ccc(I)cc1
  ER stress death = -3

CCOC(=O)C1=C(C)N=c2s/c(=C\c3ccc(OC(C)=O)cc3OC(C)=O)c(=O)n2C1c1ccccc1 (stereo not drawn)
  ER stress death = 7

CS(=O)(=O)N(CC(N)=O)c1cccc(Cl)c1
  ER stress death = -1

CCCCNCCCCCOc1cccc(OC)c1
  ER stress death = -13

CC1C(C)C(O)(c2ccccc2)CCN1C (stereo not drawn)
  ER stress death = 1

CCOc1cc(/C=N/NC(=O)CSc2nc3ccccc3n2Cc2ccccc2)ccc1O
  ER stress death = 3

O=C(c1cc(Cl)cc(Cl)c1)n1ccnc1
  ER stress death = 4

COc1cc(NC(=O)c2ccc(Br)cc2)cc(OC)c1
  ER stress death = 10

C=CCNC(=O)COc1cc(C)c(Cl)c(C)c1
  ER stress death = 1

CCCCC/C=C/C(=O)Nc1cccc2ccccc12
  ER stress death = 3

O=C(O)Cn1c(SCc2cccc3ccccc23)nc2ccccc21
  ER stress death = 2

CCOc1ccccc1NC(=O)c1c(NC(=O)Cc2ccc(OC)cc2)sc2c1CCC(C)C2 (stereo not drawn)
  ER stress death = -2

Cc1ccc(OCC(=O)Nc2ccc(Cl)cn2)c(C)c1
  ER stress death = 4

CCOC(=O)c1c2c(n(C)c1CNC(C)C)C(=O)C(=O)c1ccc(Br)cc1-2
  ER stress death = -4

CN1C(=O)C2(OCCO2)c2cc([N+](=O)[O-])ccc21
  ER stress death = 11

COc1ccc(N(C(C)C(=O)N/N=C/c2cccnc2)S(C)(=O)=O)cc1 (stereo not drawn)
  ER stress death = -8

CC(C)(C)C(=O)Nc1cccc(C(=O)Nc2c[nH]c(=O)[nH]c2=O)c1
  ER stress death = 1

CCOc1ccc(N2C(=O)/C(=C/c3ccc(-c4ccccc4C(=O)O)o3)C(=O)NC2=S)cc1
  ER stress death = 0

CC(C)Cc1cc(-c2ccc(Cl)cc2)c(C#N)c(N)n1
  ER stress death = 3

Cc1ccc(C(=O)NN2C(=O)C3C4C=CC(C5CC45)C3C2=O)cc1 (stereo not drawn)
  ER stress death = 6

COC(=O)c1cccc(S(=O)(=O)Nc2ccc(C(=O)O)cc2)c1
  ER stress death = 2

O=c1c(C=NCc2cccs2)c(C(F)(F)F)[nH]n1-c1nc2ccccc2s1
  ER stress death = -5

COc1cc(C2C(C(=O)OCc3ccccc3)=C(C)NC3=C2C(=O)CC(C)(C)C3)ccc1OC(C)=O (stereo not drawn)
  ER stress death = -1

O=C(Nc1ccccc1C(=O)Nc1ccccc1)c1ccccc1F
  ER stress death = -4

COc1ccc(NC(=O)C(=O)NCCCO)cc1Cl
  ER stress death = 3

COc1ccc(NC(=O)COc2ccc3ccccc3c2)cc1OC
  ER stress death = 1

Cc1ccc(S(=O)(=O)NC(=O)OC(c2ccccc2)C(F)(F)F)cc1 (stereo not drawn)
  ER stress death = 0

Cc1ccc2[nH]c(=O)c(C(=O)/C=C/c3ccccc3Cl)c(-c3ccccc3)c2c1
  ER stress death = 1

CCC12CN3CC(CC)(CN(C1)C3c1ccc(Br)cc1)C2=O (stereo not drawn)
  ER stress death = 18

CCCN1C(=O)c2ccccc2NC1c1ccc(Cl)c(Cl)c1 (stereo not drawn)
  ER stress death = 3

C/C(=N/NC(=O)CNc1ccc(C)cc1)c1ccc([N+](=O)[O-])cc1
  ER stress death = 3

CCOc1ccc2nc(Nc3nc(C)c(C)c(=O)[nH]3)nc(C)c2c1
  ER stress death = -6

COCCNC(=O)CN(c1ccccc1F)S(=O)(=O)c1ccc(C)cc1
  ER stress death = 2

CC(C)(C)c1cc(C(=S)N2CCOCC2)cc(C(C)(C)C)c1O
  ER stress death = 13

COC(=O)c1ccc(/C=C(/C#N)C(=O)Nc2ccc(O)cc2)cc1
  ER stress death = 12

CC(=O)Nc1ccc(NS(=O)(=O)c2ccc(C)cc2C)cc1
  ER stress death = 2

N#C/C(=C\c1cc(Br)ccc1OCc1ccccc1)c1nc2ccccc2[nH]1
  ER stress death = 5

O=C(c1cc2nc(-c3ccc([N+](=O)[O-])cc3)cc(C(F)(F)F)n2n1)N1CCc2ccccc2C1
  ER stress death = -4

C#Cc1cccc(N2C(=O)c3ccc(Oc4cccc([N+](=O)[O-])c4)cc3C2=O)c1
  ER stress death = 3

CCCC(=O)NC(c1ccc([N+](=O)[O-])cc1)c1c(O)ccc2ccccc12 (stereo not drawn)
  ER stress death = 11

CC(CC(=O)Nc1ccccc1)c1ccccc1 (stereo not drawn)
  ER stress death = 6

O=C(Nc1ccc(Cl)c(Cl)c1)NN1CCOCC1
  ER stress death = 8

NC(=O)CSc1nc2ccc(Br)cc2[nH]1
  ER stress death = -5

CCOC(=O)c1c(C)n(C)c2c1cc(O)c1ccccc12
  ER stress death = 4

CCOc1ccc(N(CC(=O)Nc2ccccc2Br)S(C)(=O)=O)cc1
  ER stress death = -5

O=C1CC(c2ccccc2)CC2=C1C(c1ccc(OCc3ccccc3)cc1)Nc1ccccc1N2 (stereo not drawn)
  ER stress death = -1

CC(C)=NNC(=O)C(C)Oc1ccc(Cl)cc1 (stereo not drawn)
  ER stress death = 3

COc1ccc(-c2ccc(/C=C/c3cc(C(F)(F)F)[nH]c(=O)n3)o2)cc1Cl
  ER stress death = -2

CN(C)S(=O)(=O)c1cc(S(=O)(=O)N(C)C)c2cccc3c2c1NC3=O
  ER stress death = 5

COc1ccc(-c2[nH]ncc2/C=N/NC(=O)c2ccc(Br)cc2)c(OC)c1
  ER stress death = 6

COc1cc(-c2nc3ccccn3c2/N=C/c2cccc([N+](=O)[O-])c2)ccc1O
  ER stress death = 2

CC(C)C(=O)NNC1=CC(=O)CC(C)(C)C1
  ER stress death = 3

Cn1c(=O)cc(NCCc2ccccc2)[nH]c1=O
  ER stress death = 3

O=C(Oc1ccccc1C(=S)N1CCOCC1)c1cccc2ccccc12
  ER stress death = 2

CCC(CC)C(=O)Nc1ccc(OC)cc1[N+](=O)[O-]
  ER stress death = 0

COc1ccccc1C1Nc2ccccc2NC2=C1C(=O)CC(c1ccccc1)C2 (stereo not drawn)
  ER stress death = 0

COc1cccc(C(=O)N2N=C(c3cccc(Br)c3)CC2(O)C(F)(F)F)c1 (stereo not drawn)
  ER stress death = 10

O=C(NCC1CCCO1)c1cc(-c2ccccc2)nc2ccccc12 (stereo not drawn)
  ER stress death = 2

CC(C)c1nn2c(N)c(C=C3C=CC(=O)C=C3)c(=O)nc2s1
  ER stress death = -4

COC(C)(C)CCCC(C)COC(C)=O (stereo not drawn)
  ER stress death = 20

C#CCOc1ccc(/C=C2\C(=O)NC(=O)N(c3ccc(Cl)cc3)C2=O)cc1OCC
  ER stress death = 3

Fetched by structure from the list above:
COc1cccc(C(=O)N2N=C(c3cccc(Br)c3)CC2(O)C(F)(F)F)c1 (stereo not drawn)
  ER stress death = 10

CC(CC(=O)Nc1ccccc1)c1ccccc1 (stereo not drawn)
  ER stress death = 6

O=C1CC(c2ccccc2)CC2=C1C(c1ccc(OCc3ccccc3)cc1)Nc1ccccc1N2 (stereo not drawn)
  ER stress death = -1

New compounds follow
Cc1sc(NC(=O)COc2ccccc2)nc1-c1ccccc1
  ER stress death = 5

C=CCN(c1ccccc1C(=O)O)S(=O)(=O)c1ccc(NC(=O)OC)cc1
  ER stress death = 10

NC1=NC(=O)C(CC(=O)Nc2ccc([N+](=O)[O-])cc2)S1 (stereo not drawn)
  ER stress death = 7

COc1cc(C(=O)N2CCN(C(=O)COc3ccc(Cl)cc3)CC2)cc(OC)c1OC
  ER stress death = 4

Cn1c(-c2cccs2)nc2c3ccccc3c3ccccc3c21
  ER stress death = -1

Cc1ccc(CSCCNC(=O)CN(c2cccc([N+](=O)[O-])c2)S(=O)(=O)c2ccccc2)cc1
  ER stress death = 7

COc1ccc(-c2cc(=O)n3[nH]c(-c4ccc(C)cc4)cc3n2)cc1
  ER stress death = -3

O=C(Nc1cccc2ccccc12)C1(c2ccccc2)CC1(Cl)Cl (stereo not drawn)
  ER stress death = 0

Clc1ccc(CN2C3=NCCCN3c3ccccc32)cc1
  ER stress death = -6

COc1ccc(C(=O)N2CCN(C(=O)CC(C)C)CC2)cc1OC
  ER stress death = 2

CCOc1ccc2cc(S(=O)(=O)N3CCCCC3C)ccc2c1 (stereo not drawn)
  ER stress death = 2

Cc1ccc(N(CC(O)CN2CCCCC2)S(=O)(=O)c2ccc(C)cc2)cc1 (stereo not drawn)
  ER stress death = -5

Cc1ccc(S(=O)(=O)/N=C2/NC(=O)/C(=C/c3cc([N+](=O)[O-])ccc3O)S2)cc1
  ER stress death = 5

O=C(COc1ccc(Cl)cc1Cl)OCc1ccccc1
  ER stress death = 3

COc1ccc(N(CC(=O)NCc2ccccc2)S(C)(=O)=O)cc1
  ER stress death = 15

COc1cc(/C=c2\sc3nc4ccccc4n3c2=O)cc(Cl)c1OCc1ccccc1F
  ER stress death = -2

CCOc1ccc(Cc2c(C)[nH]c3c(Br)cccc3c2=O)cc1
  ER stress death = 9

O=C(NCCCCc1ccccc1)C1CC(=O)N(c2ccc(Br)cc2)C1 (stereo not drawn)
  ER stress death = 4

COC(=O)c1sccc1NC(=O)c1cccc2ccccc12
  ER stress death = 7

Cc1cc(NC(=O)CCN2C(=O)/C(=C/c3ccc(F)cc3)SC2=S)no1
  ER stress death = 2

O=C(c1nn2c(C(F)(F)F)cc(-c3cccs3)nc2c1Br)N1CCOCC1
  ER stress death = 0

CCOC(=O)NC12CC3CC(C)(CC(C)(C3)C1)C2
  ER stress death = 4

An excerpt; rates above refer to the full screens.
